Screens from PubChem.
TROY signal inh: inhibitors of TROY-driven NF-kB signaling, primary screen, Q293 LMP1-TROYcd cells, NF-kB luciferase, uHTS. inhibition, % at 10 µM. Q293 LMP1-TROYcd NF-kB luciferase reporter, 4 h. hit rate 0.98% among 360,000;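 active means compounds whose plate-normalised and pattern-corrected inhibition of the luciferase reporter signal at the single screening dose is 50% or more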
TWEAK-Fn14 inh: inhibitors of TWEAK-Fn14 signaling, primary screen, luciferase reporter cells, uHTS; TWEAK-stimulated Fn14 reporter cells, luciferase luminescence, 8 h; inhibition, % at 10 µM; hit rate 2% among 360,000; AID 1159606, 2016; in the data active means inhibition above about 50%
NR5A2 inv ag: LRH-1 (NR5A2) inverse agonists, primary screen, cell-based, luminescence, HEK293T, StAR-luciferase reporter | inhibition, % at 3.6 µM | LRH-1 transfected, 24 h | hit rate 0.13% among 360,000 | AID 602396, 2012;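 active means inhibition above the mean inhibition of all tested compounds plus 3 SD, cut at about 73% in these data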;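 further: 0% = DMSO wells and 100% = reporter-only cells lacking LRH-1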
Target sequence (O00482 whole entry, looked up): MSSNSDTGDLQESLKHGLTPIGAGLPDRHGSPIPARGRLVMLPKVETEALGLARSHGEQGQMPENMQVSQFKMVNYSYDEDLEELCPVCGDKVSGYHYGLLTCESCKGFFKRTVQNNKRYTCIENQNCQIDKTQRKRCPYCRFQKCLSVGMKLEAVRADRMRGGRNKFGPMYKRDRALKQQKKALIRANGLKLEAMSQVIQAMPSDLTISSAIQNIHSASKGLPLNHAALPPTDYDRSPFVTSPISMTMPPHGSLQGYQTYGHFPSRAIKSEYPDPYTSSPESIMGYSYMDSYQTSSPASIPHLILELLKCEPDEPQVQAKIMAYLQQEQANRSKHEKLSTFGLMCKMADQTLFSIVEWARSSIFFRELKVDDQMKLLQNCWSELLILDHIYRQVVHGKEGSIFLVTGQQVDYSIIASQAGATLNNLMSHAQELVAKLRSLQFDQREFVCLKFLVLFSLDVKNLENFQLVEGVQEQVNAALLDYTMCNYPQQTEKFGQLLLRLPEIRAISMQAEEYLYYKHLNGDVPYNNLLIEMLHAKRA
CF NFkB inh: inhibitors of PAF-induced NF-kB signaling, primary screen, cell-based, GFP fluorescence, uHTS; KKLEB NF-kB-GFP reporter, GFP fluorescence overnight; inhibition, % at 5 µM; hit rate 0.86% among 360,000; AID 588850, 2011;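 active means at least 50% inhibition at 5 µM, scaled per plate between neutral and stimulator controls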;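 further: PAF is a Pseudomonas aeruginosa culture filtrate used as stimulus; plate controls were PAF-stimulated DMSO wells for no effect and unstimulated DMSO wells for full effect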
EBV LMP1 NFkB: EBV LMP1-driven NF-kappaB luciferase reporter inhibitors, primary screen, cell-based, luminescence, single point; LMP1-induced NF-kappaB luciferase reporter cells; inhibition, % at 12.5 µM; hit rate 0.69% among 350,000; in the data active means inhibition above about 41%;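 further: 0% = neutral control wells and 100% = reference inhibitor control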
SRC1 inh: SRC1 coactivator transcriptional activity inhibitors, primary screen, cell-based, luminescence; HEK293 GAL4-SRC1 luciferase reporter; AID 588354, 2011; inhibition, % at 3.6 µM; Nuclear receptor coactivator 1 (Homo sapiens), Q15788; hit rate 0.12% among 360,000;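 active means inhibition above the campaign mean plus 3 SD, with each screening campaign given its own cutoff, cut at about 60% in these data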;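 further: 0% = DMSO treated cells and 100% = gossypol at 36 µM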
NR2F2 inh: NR2F2 transcriptional activity inhibitors, primary screen, cell-based, luciferase reporter, HEK293T, luminescence; COUP transcription factor 2 (Homo sapiens), P24468; HEK293T NGFI-A luciferase reporter; inhibition, % at 8.6 µM; hit rate 0.7% among 370,000;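 active means inhibition above a per-plate cutoff, mean inhibition of test wells between control levels plus 3 SD, cut at about 38% in these data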;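 further: cells cotransfected with COUP-TFII expression vector driving the NGFI-A reporter; 0% = median of COUP-TF2 test wells and 100% = reporter-only cells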
Target sequence (P24468 whole entry, looked up): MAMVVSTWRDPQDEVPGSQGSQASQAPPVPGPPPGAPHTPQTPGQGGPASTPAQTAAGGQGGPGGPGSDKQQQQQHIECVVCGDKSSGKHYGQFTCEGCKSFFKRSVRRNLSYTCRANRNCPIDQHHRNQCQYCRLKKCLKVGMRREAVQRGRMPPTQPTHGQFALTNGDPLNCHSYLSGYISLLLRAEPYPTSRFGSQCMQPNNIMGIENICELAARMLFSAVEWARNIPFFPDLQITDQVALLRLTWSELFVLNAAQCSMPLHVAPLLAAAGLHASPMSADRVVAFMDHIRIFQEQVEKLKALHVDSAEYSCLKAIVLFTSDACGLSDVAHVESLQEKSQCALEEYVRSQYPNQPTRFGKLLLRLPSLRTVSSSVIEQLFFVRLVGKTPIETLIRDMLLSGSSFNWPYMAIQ
Shn3 3UTR inh: reduction of Shn3 3'UTR firefly luciferase signal, primary screen, Schnurri-3 inhibitor project, cell-based, Clone20 osteoblasts, set 2 | hit rate 0.52% among 360,000 | Clone20 osteoblast Shn3 3'UTR firefly luciferase, 24 h | inhibition, % at 12.5 µM | AID 588674, 2011;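 active means mean inhibition of at least 75% with every replicate also reaching 75%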;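 further: 0% = median of neutral control wells and 100% = pilot-screen positive control compound; some compounds past the cut are filed as inactive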
KKLEB tox: cytotoxicity in KKLEB CF airway cells, primary screen, cytotoxicity control for CF NF-kB inhibitor project, cell-based, uHTS, fluorescence assay plates | KKLEB CF airway cells viability, ATPlite luminescence, overnight; active compounds read low; cells stimulated with P. aeruginosa culture filtrate | hit rate 0.36% among 360,000 | activity change (cytotoxicity), % at 5 µM | AID 602141, 2011;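 active means corrected activity change at or below -50% at 5 µM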
SRC3 inh: SRC3 coactivator transcriptional activity inhibitors, primary screen, cell-based, luminescence; HEK293 GAL4-SRC3 luciferase reporter; inhibition, % at 3.6 µM; hit rate 0.17% among 360,000;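 active means inhibition above a per-campaign cutoff, the mean of all compounds plus 3 SD, cut at about 60% in these data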;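 further: 0% = DMSO-treated cells and 100% = gossypol-treated cells at 36 µM; higher means less SRC3-driven luciferase light from the GAL4 reporter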
TRAIL sens C8: viability loss with TRAIL in NB7+C8 cells, primary screen, TRAIL sensitizer project, cell-based, ATPlite luminescence; hit rate 1% among 360,000; inhibition (viability loss, TRAIL sensitization), % at 10 µM;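 active means compounds causing at least 50% loss of cell viability in the single-dose screen, relative to plate controls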
Numbers without * were called inactive; · = not tested or not shown.

Values run as follows: TRAIL sens C8	NR5A2 inv ag	TWEAK-Fn14 inh	Shn3 3UTR inh	CF NFkB inh	SRC1 inh	TROY signal inh	EBV LMP1 NFkB	SRC3 inh	KKLEB tox	NR2F2 inh
> Cc1ccc(-c2csc(N(CCO)CCCn3c(C(F)(F)F)nc4cc(C(F)(F)F)ccc43)n2)cc1
→ 1	0	-4	-7	-24	-5	17	-11	24	3	18
> Cc1ccc(SCCC(=O)N2CCC(C)CC2)cc1
→ -8	-97	-16	-48	-8	-115	-72	-27	-66	5	-33
> CCOC(=O)N1CCN(c2ccc([N+](=O)[O-])cc2)CC1
→ 2	0	-3	-13	-3	-2	-8	-2	12	1	5
> CCCCCC(=O)N1C[C@@H](n2cc(COC(=O)c3ccccc3)nn2)[C@H](O)C[C@@H]1c1ccccc1
→ 11	4	15	6	4	-10	-5	3	-16	7	-2
> O=C1C(=O)N(CCN2CCOCC2)C(c2ccccc2)/C1=C(\O)c1ccc2c(c1)OCCO2 (stereo not given)
→ 2	6	0	4	8	-10	10	4	-13	-2	4
> CCN(CC)C(=O)c1[nH]cnc1C(=O)N[C@H](C)c1ccccc1
→ -31	-20	11	-18	-19	-3	-8	4	6	-6	-4
> CCN1C(=O)C2(C(C#N)=C(N)Oc3n[nH]c(COC)c32)c2ccccc21 (stereo not given)
→ -12	5	3	-8	4	3	-9	1	-2	3	12
> COc1ccc2nc(Cl)c(C#N)cc2c1
→ -8	-12	-2	1	-3	-12	-17	1	10	-6	-22
> COc1ccc([C@@H]2[C@@H]3C(=O)N(C(C)(C)C)C(=O)[C@@H]3[C@]3(C)C(=O)N(c4ccccc4)C(=O)N23)cc1
→ 1	0	13	3	0	1	-6	-1	13	0	-9
> CCn1c(SCC(=O)Nc2nc(-c3ccccc3)cs2)nc2c1c(=O)n(C)c(=O)n2C
→ -3	-6	-7	2	11	-12	-6	6	6	-12	-2
> O=C(CN1CCN(C(=O)c2ccco2)CC1)Nc1ccc2c(c1)OCCO2
→ -7	16	64*	33	8	9	53*	13	16	0	-12
> Cc1ccc(NC(=O)Cc2noc3ccccc23)cc1
→ 4	-53	-13	-43	-8	-64	-50	-24	-76	-7	-18
> Cc1ccc(SC2CCN(C(=O)C3CCC(=O)N(C4CC4)C3)CC2)cc1 (stereo not given)
→ 13	4	-18	-7	12	-5	-17	5	-14	-12	13
> Clc1cccc(NCc2nnc(SCc3ccccc3Cl)o2)c1
→ -12	-8	-29	-19	3	-35	-19	5	8	-4	5
> CC(=O)c1ccc(N2Cc3ccccc3C2)cc1
→ 37	-128	51*	-54	-13	-121	-19	4	-109	-5	-52
> Cc1ccc(Cn2ccnc2SCC(=O)NC2CCCC2)cc1
→ -8	-15	9	-2	-1	-20	-7	-13	21	11	1
> CCN1CCN(C(=O)C2CCN(Cc3nc(-c4cccc(Cl)c4)oc3C)CC2)CC1
→ 10	-4	-22	8	7	-1	3	-3	4	9	19
> O=C(CSc1nnnn1-c1cccc2ccccc12)NC(C(=O)O)(c1ccccc1)c1ccccc1
→ -6	1	-3	10	4	2	1	-7	-11	1	-18
> Cc1cc(C)c(NC(=O)CN(C)C(C)C(=O)N2CCc3ccccc32)c(C)c1 (stereo not given)
→ -14	13	9	2	26	7	3	2	-22	-31	16
> Cn1c(=O)c(C(=O)NNC(=O)c2ccccc2F)c(O)c2ccccc21
→ 8	9	-28	4	4	-96	0	-11	-32	-3	-22
> CCOC(=O)C1(C)CCCN1C(=O)c1sccc1C (stereo not given)
→ 10	4	-1	-3	5	-7	-16	·	-2	17	13
> O=C(CCS(=O)(=O)c1ccc(Cl)cc1)Nc1cccc(S(=O)(=O)N2CCCCCC2)c1
→ 1	-1	-1	-2	5	4	19	-1	-2	2	11
> CC(=O)c1ccc(N2CCN(C(=O)C3CCCN(c4ncnc5c4nc4n5CCCCC4)C3)CC2)cc1 (stereo not given)
→ 32	15	-7	4	-33	12	-4	·	24	10	11
> Cc1nn2cc(-c3cccc(Cl)c3)cnc2c1Br
→ 11	-25	6	-42	7	-38	-26	-27	-44	-18	-7
> CCOC(=O)C(NC(=O)CC(C)C)(Nc1sc2c(c1C(N)=O)CCCC2)C(F)(F)F (stereo not given)
→ 1	-11	4	-27	-16	-5	2	-2	-2	6	10
> COCn1c(COc2ccccc2)nc2ccccc21
→ -2	-81	-22	-23	4	-91	-59	-11	-58	7	-36
> Cc1ccc(C(=O)NC=C(Cl)Cl)cc1
→ 7	5	-5	-18	-9	-5	-17	-17	14	-7	10
> CCc1ccc(C2(O)CC(C(F)(F)F)=NN2C(=O)Cc2ccc([N+](=O)[O-])cc2)cc1 (stereo not given)
→ -5	8	11	9	14	15	18	1	-1	-6	2
> CC12CCC(=O)N1C(C(=O)N1CCN(c3ccccc3)CC1)CS2 (stereo not given)
→ 14	-12	10	-3	14	-7	11	-1	-9	1	14
> COc1cc(/C=C/c2[nH]c(=O)[nH]c(=O)c2[N+](=O)[O-])cc(OC)c1O
→ 6	4	10	11	-1	7	8	1	-8	4	-3
> COc1ccc([C@H]2CC(=O)C=C(c3ccc(OC)c(F)c3)C2)cc1
→ 6	-13	-39	-64	4	-18	-31	-5	-24	6	-4
> Cc1ccc(S(=O)(=O)NNc2ccccc2)c(C)c1
→ 21	26	-10	9	-2	14	14	-11	10	3	-15
> CC(=O)c1ccccc1NC(=O)COC(=O)c1c(C)nn(-c2ccccc2)c1C
→ 12	1	-2	21	8	-19	-21	-4	-30	4	-39
> CC(=O)Nc1ccc(NC(=O)C2CCCN2C(=O)NCc2ccccc2)cc1 (stereo not given)
→ 0	6	25	-8	-10	4	-3	-3	-5	4	-14
> Cc1ccc(CCNC(=O)CCNS(=O)(=O)c2ccc3c(c2)c(=O)n(C)c(=O)n3C)cc1
→ -14	-13	10	-5	-11	-5	9	1	16	7	-15
> CC(=O)Nc1ccc(C(=O)Cn2nnc3ccccc3c2=O)cc1
→ -6	-6	-1	-8	2	-31	0	-12	-16	10	-10
> Cc1ccc(/C(N)=N/OC(=O)c2ccc(Cl)cc2Cl)cc1
→ 67*	-16	79*	5	-5	-27	61*	-6	-6	-29	21
> CC(C)C1=Nc2cccc3cccc(c23)N1
→ -13	4	2	9	0	-2	9	8	-14	-16	4
> CN(C)S(=O)(=O)c1ccc(C(=O)OCC(=O)N2CC3(C)CC2CC(C)(C)C3)cc1 (stereo not given)
→ -6	5	-12	-6	-9	-8	-4	0	21	-25	2
> CC(=O)Nc1ccc(S(=O)(=O)c2ccnc3cc(Cl)ccc23)cc1
→ -15	-8	77*	-6	50	35	22	14	49	-24	-26
> O=C(Nc1ccc(S(=O)(=O)Nc2ncccn2)cc1)C1CC(=O)N(c2ccccc2)C1 (stereo not given)
→ -5	-11	-4	8	13	-8	-10	1	11	-15	16
> O=C(CSc1nnc2c(Cl)cc(Cl)cn12)N1CCN(S(=O)(=O)c2ccccc2)CC1
→ -16	2	5	5	12	-1	-36	-4	-31	1	14
> Cc1cc(C)n(CCC(=O)N2c3ccccc3CC2C)n1 (stereo not given)
→ -1	9	7	-5	7	-4	-2	-15	-8	-5	-14
> Cc1ccc(S(=O)(=O)NNC(=O)Nc2ccccc2F)c(C)c1
→ -2	9	13	-17	10	1	3	27	7	12	-23
> Cc1ccc(NC(=O)CC2C(=O)N(Cc3ccccc3)C(=S)N2NC(=O)c2cccc(F)c2)c(C)c1 (stereo not given)
→ 5	12	35	19	3	-11	33	-3	0	16	-19
> Cc1cccc(NC(=O)NCc2ccc3c(c2)cc(C)n3C)c1
→ 7	-2	-7	6	-17	-2	2	6	2	2	20
> COc1cc(-c2cc3nc4ccccc4n3c(N)c2C#N)cc(OC)c1OC
→ 27	14	28	·	50	33	23	12	48	-7	-24
> OCCCNc1ncnc2c1[nH]c1ccccc12
→ -5	4	-6	20	13	-15	-12	-1	18	-5	11
> CC(=O)Nc1ccc(S(=O)(=O)NCc2ccc(C)n2C)cc1
→ -17	-24	6	3	7	-11	-2	-5	-4	11	-14
> O=C(Nc1ccc(NC(=O)c2ccco2)c(Cl)c1)c1ccccc1
→ 4	-86	-18	-79	-14	-42	-30	-10	-21	-4	-33
> CNC(=O)C[C@H]1C(=O)N(Cc2ccccc2)C[C@@H]1CSC
→ -4	1	8	2	-29	4	-4	-3	7	15	-7
> N#Cc1c(N)n(CCOC(=O)c2cccc(Br)c2)c2nc3ccccc3nc12
→ 3	12	12	-21	0	-7	69*	0	10	-2	8
> O=C(CNCc1ccco1)Nc1ccc(Oc2ccccc2)cc1
→ 3	-13	-11	0	-2	3	-14	-6	10	-1	22
> CCCn1nc(C(=O)Nc2ccc(S(=O)(=O)Nc3nccs3)cc2)c2ccccc2c1=O
→ 6	-26	-7	21	5	1	18	11	7	7	1
> O=C(C[n+]1cc(-c2ccccc2)n2c1CCC2)Nc1nc(-c2ccccc2)cs1
→ 7	8	3	3	-6	-18	8	1	-11	4	-7
> Cn1c(=O)n(C)c2cc(/C=N/NC(=O)c3ccc(Cl)cc3)ccc21
→ -4	-4	0	·	2	-5	-11	2	18	4	7
> O=C(NC(=S)NCCC1=CCCCC1)c1ccc(Br)o1
→ -9	-18	-16	-11	-4	-27	-19	-27	-13	16	-23
> Cc1cc(-c2nc3ncccc3o2)ccc1NC(=S)NC(=O)c1ccco1
→ -1	-12	-22	-7	-13	-1	-37	3	-7	-4	-10
> O=C(O)c1cncc(Br)c1
→ -12	5	23	-3	-28	-31	-19	0	-16	-7	-31
> Nc1nonc1-n1nnc(C(=O)N/N=C/c2ccccc2Cl)c1CSc1ccccc1
→ 5	13	18	2	-8	-45	29	·	12	7	-3

The results go on:
Values run as follows: TRAIL sens C8	NR5A2 inv ag	TWEAK-Fn14 inh	Shn3 3UTR inh	CF NFkB inh	SRC1 inh	TROY signal inh	EBV LMP1 NFkB	SRC3 inh	KKLEB tox	NR2F2 inh
> Clc1cccc(Cl)c1-c1noc(CN2CCOCC2)n1
→ -11	-6	-3	5	1	1	7	-4	10	-14	0
> Cc1ccc(CN2C(=O)C(C)(C)Oc3ccc(C(=O)N4CCCCC4)cc32)cc1
→ 11	-32	1	-5	7	-6	-6	1	7	1	5
> O=C(NC1CCCC1)C1CC(=O)N(c2ccccc2)C1 (stereo not given)
→ -9	-17	1	-6	-12	-6	-24	-12	3	5	11
> Cc1c([N+](=O)[O-])cc(S(=O)(=O)Nc2ccncc2)cc1[N+](=O)[O-]
→ -2	0	4	-15	-15	-9	5	-3	6	7	12

These rows are one share of the data, so the mix of outcomes need not match the whole.
